CendR NRP1 mod: NRP-1/CendR interaction modulation; O14786; FAM-RPARPAR peptide binding to NRP-1, fluorescence polarization; inhibition, % at 25 µM; 360,000 tested, 0.85% active; AID 602438;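 active means inhibition or corrected inhibition above about 18%, plus a signal ratio from 0.5 to 1.5, limit read from the data, passing the limit was not always enough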; further: strong numbers were not always called active
MT1-MMP act inh: blocks activation of human MT1-MMP | HT1080 RFP-PRO-GFP cells, GFP/RFP ratio fluorescence, overnight; percent of plate control window, DMSO zero | AID 651647 | GFP/RFP ratio change, % at 20 µM | 360,000 tested, 0.061% active;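 active means GFP/RFP ratio change of at least 30% with cell ATP level not reduced by more than half and red fluorescence within 50% of control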; further: strong numbers were not always called active
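Compound: 20 µM single dose, 1% DMSO / System: HT1080 RFP-PRO-GFP cells / Controls: DMSO and RFP-L50D-GFP cell wells / Read-out basis: GFP/RFP fluorescence ratio / Schedule: overnight compound exposure at 37 °C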
MsrA act: bovine methionine sulfoxide reductase A activation | purified bovine MsrA, absorbance read-out | activation, % at 10.6 µM | 360,000 tested, 0.3% active; in the data active means activation above about 7.5%;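 further: 0% = vehicle and 100% = reference activator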
eLon inh: inhibitors of E. coli Lon protease; P0A9M0; purified E. coli Lon protease, fluorescence polarization; inhibition, % at 7.94 µM; 360,000 tested, 0.42% active; in the data active means inhibition above about 13%, passing the limit was not always enough;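 further: 0% = enzyme with probe and DMSO and 100% = no enzyme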
FAS-TE inh: inhibitors of human fatty acid synthase thioesterase domain; recombinant FAS-TE, OMFH fluorogenic substrate, fluorescence endpoint; P49327; 360,000 tested, 0.67% active; AID 602261; inhibition, % at 15 µM;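 active means compounds whose normalised, plate-corrected inhibition of enzyme fluorescence in the single-dose primary screen is 50% or more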;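 further: 0% = DMSO with enzyme and 100% = substrate without enzyme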
Target sequence (P49327 whole entry, looked up, the tested form may be a part): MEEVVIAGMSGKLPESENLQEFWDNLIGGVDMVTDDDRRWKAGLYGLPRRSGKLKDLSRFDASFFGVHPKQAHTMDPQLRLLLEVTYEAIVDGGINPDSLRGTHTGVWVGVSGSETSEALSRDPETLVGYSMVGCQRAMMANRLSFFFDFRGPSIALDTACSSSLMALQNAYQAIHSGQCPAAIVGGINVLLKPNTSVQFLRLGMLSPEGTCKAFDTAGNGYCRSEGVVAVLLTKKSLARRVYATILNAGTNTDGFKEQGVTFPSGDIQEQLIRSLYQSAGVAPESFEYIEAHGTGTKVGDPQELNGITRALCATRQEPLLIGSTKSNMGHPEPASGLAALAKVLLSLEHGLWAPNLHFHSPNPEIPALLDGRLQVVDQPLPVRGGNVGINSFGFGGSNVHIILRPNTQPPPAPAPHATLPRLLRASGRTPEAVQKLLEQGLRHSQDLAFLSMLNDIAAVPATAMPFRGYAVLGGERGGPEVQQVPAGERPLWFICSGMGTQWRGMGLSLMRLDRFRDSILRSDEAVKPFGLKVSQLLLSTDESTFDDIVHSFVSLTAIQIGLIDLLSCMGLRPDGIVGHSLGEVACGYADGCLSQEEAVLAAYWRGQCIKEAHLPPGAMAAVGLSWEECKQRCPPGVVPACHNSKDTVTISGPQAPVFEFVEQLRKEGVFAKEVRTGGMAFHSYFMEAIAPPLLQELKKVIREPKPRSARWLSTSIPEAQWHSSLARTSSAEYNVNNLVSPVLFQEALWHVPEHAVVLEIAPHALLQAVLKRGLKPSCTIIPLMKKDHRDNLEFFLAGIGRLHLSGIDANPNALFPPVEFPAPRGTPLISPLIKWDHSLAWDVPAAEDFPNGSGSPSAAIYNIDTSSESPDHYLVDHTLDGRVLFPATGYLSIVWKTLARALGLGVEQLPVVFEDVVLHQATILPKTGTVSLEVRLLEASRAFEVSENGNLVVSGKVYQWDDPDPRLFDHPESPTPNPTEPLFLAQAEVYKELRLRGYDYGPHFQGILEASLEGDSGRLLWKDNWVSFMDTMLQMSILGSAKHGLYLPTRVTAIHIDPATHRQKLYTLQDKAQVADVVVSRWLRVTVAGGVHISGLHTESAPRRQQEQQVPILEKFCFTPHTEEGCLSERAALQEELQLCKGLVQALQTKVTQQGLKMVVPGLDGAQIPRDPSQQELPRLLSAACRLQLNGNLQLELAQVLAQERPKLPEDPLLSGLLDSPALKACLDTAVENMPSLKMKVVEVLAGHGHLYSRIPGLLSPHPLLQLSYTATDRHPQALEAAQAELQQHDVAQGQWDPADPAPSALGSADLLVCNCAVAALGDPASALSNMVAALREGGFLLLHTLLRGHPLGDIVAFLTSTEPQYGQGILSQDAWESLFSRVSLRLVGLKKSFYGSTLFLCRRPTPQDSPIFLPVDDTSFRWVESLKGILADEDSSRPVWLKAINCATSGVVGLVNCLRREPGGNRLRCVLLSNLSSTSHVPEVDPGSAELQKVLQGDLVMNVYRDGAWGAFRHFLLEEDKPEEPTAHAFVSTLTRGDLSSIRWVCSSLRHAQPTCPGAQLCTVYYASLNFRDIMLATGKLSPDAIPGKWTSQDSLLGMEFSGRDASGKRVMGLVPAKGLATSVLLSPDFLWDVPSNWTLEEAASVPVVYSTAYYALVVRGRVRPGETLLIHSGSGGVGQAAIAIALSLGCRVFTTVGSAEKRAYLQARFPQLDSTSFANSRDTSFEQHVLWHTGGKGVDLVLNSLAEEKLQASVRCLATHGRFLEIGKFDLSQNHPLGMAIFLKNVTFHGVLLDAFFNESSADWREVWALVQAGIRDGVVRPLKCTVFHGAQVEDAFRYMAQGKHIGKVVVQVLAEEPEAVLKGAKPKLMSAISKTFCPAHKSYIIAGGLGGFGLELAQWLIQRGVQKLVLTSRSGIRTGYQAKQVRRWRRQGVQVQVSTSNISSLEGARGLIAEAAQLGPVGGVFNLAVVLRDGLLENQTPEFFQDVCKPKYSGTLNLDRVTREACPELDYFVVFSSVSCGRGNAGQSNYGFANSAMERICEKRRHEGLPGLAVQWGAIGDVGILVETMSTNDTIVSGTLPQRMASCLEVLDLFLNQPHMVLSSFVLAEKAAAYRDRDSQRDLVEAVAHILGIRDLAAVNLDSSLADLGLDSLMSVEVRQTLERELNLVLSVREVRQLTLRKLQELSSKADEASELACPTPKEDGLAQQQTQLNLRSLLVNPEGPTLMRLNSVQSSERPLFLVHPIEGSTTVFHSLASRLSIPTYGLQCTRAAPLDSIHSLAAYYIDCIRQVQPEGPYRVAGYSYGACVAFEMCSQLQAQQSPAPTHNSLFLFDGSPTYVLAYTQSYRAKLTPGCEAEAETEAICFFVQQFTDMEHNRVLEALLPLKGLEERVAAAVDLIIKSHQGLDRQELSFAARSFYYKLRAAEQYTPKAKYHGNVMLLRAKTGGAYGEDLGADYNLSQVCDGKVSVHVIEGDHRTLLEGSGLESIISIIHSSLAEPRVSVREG
MsrA inhibitor: inhibits bovine methionine sulfoxide reductase A; purified bovine MsrA, absorbance read-out; inhibition, % at 15.5 µM; 360,000 tested, 0.75% active; in the data active means inhibition above about 4.5%;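 further: 0% = vehicle wells with enzyme and 100% = reference inhibitor wells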
Rin1 Abl inh: blocks binding of human Rin1 to Abl; TR-FRET Rin1/Abl binding, biochemical; P00519+Q13671; inhibition, % at 7.35 µM; 360,000 tested, 0.4% active; in the data active means inhibition above about 5%, passing the limit was not always enough
SKN-1 block: inhibitors of C. elegans SKN-1. C. elegans VP596 Pgst-4::GFP/RFP ratio, acrylamide-induced, 24 h. inhibition, % at 21.8 µM. 360,000 tested, 0.49% active. AID 624304;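 active means interference check ratio from 0.5 to 1.5 plus GFP to RFP signal ratio inhibition reaching or exceeding a fixed threshold, cut at about 30% in these data, passing the limit was not always enough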; further: some compounds called inactive have numbers as strong as hits
Neddylation inh: inhibitors of human cullin neddylation; TR-FRET cullin neddylation, biochemical; calls only at 25 µM; 360,000 tested, 0.58% active; in the data active means inhibition above about 36%
* = called active by the depositor; i = inactive; · = not tested or not shown.

1) Cc1ccc(CC2C(=O)N(c3nc(C)cc(C)n3)C(=O)C2C)cc1 (stereo not drawn)
2) O=C(CSc1nc2ccccc2o1)NCc1ccc2c(c1)OCO2
3) O=C(/C=N/O)Nc1ccc2sc3ccccc3c2c1
4) O=C(O)c1cc(-c2ccc(N3CCOCC3)cc2)nn1-c1ccc(F)cc1F
5) COc1ccc(NC(=O)C2CCN(S(=O)(=O)c3ccc(C)cc3)CC2)cc1OC
6) Cc1ccc(S(=O)(=O)N(C)C)cc1NC(=O)COC(=O)CCCOc1ccccc1
7) CSc1nc2ccc(Nc3nc(N4CCOCC4)nc(N4CCOCC4)n3)cc2s1
8) COc1ccc(C(=O)N(C(C)C)C(C)C)c(OC)c1
9) CC1CCc2c(sc3nn[nH]c(=O)c23)C1 (stereo not drawn)
10) CCCC(=O)N1CCC1(C)C(=O)NS(=O)(=O)c1ccc(OC)cc1 (stereo not drawn)

assay / compound	1	2	3	4	5	6	7	8	9	10
CendR NRP1 mod	-88	4	4	-3	-13	1	-17	-4	8	-2
MT1-MMP act inh	-1	-3	-6	2	4	-2	-3	-10	-5	0
MsrA act	-2	-2	-3	-5	-4	-4	-4	1	-3	-2
eLon inh	1	6	3	-4	0	10	6	2	-10	-14
FAS-TE inh	-5	11	-151	-8	-7	7	50	-4	-6	-6
MsrA inhibitor	2.6	3.0	-1.1	-1.1	0.5	-1.5	-0.1	0.0	0.2	-0.3
Rin1 Abl inh	3	-6	-1	0	0	-1	-4	3	0	0
SKN-1 block	22	-6	-7	-1	9	4	16	-2	9	-19
Neddylation inh	i	i	i	i	i	i	i	i	i	i

2 entries picked at random from the list so far, as already listed:
4) O=C(O)c1cc(-c2ccc(N3CCOCC3)cc2)nn1-c1ccc(F)cc1F
9) CC1CCc2c(sc3nn[nH]c(=O)c23)C1 (stereo not drawn)

assay / compound	4	9
CendR NRP1 mod	-3	8
MT1-MMP act inh	2	-5
MsrA act	-5	-3
eLon inh	-4	-10
FAS-TE inh	-8	-6
MsrA inhibitor	-1.1	0.2
Rin1 Abl inh	0	0
SKN-1 block	-1	9
Neddylation inh	i	i

From compound 5 as far as 10, as listed above:
5) COc1ccc(NC(=O)C2CCN(S(=O)(=O)c3ccc(C)cc3)CC2)cc1OC
6) Cc1ccc(S(=O)(=O)N(C)C)cc1NC(=O)COC(=O)CCCOc1ccccc1
7) CSc1nc2ccc(Nc3nc(N4CCOCC4)nc(N4CCOCC4)n3)cc2s1
8) COc1ccc(C(=O)N(C(C)C)C(C)C)c(OC)c1
9) CC1CCc2c(sc3nn[nH]c(=O)c23)C1 (stereo not drawn)
10) CCCC(=O)N1CCC1(C)C(=O)NS(=O)(=O)c1ccc(OC)cc1 (stereo not drawn)

assay / compound	5	6	7	8	9	10
CendR NRP1 mod	-13	1	-17	-4	8	-2
MT1-MMP act inh	4	-2	-3	-10	-5	0
MsrA act	-4	-4	-4	1	-3	-2
eLon inh	0	10	6	2	-10	-14
FAS-TE inh	-7	7	50	-4	-6	-6
MsrA inhibitor	0.5	-1.5	-0.1	0.0	0.2	-0.3
Rin1 Abl inh	0	-1	-4	3	0	0
SKN-1 block	9	4	16	-2	9	-19
Neddylation inh	i	i	i	i	i	i

Next part
11) CC(C)(CNC(=O)c1cccc(NS(=O)(=O)c2ccc(Br)cc2)c1)N1CCOCC1
12) Cc1cccc(Nc2nc(NCc3ccco3)nc(N3CCOCC3)n2)c1
13) Cc1ccc(C)c(NC(=O)COC(=O)c2ccc(S(=O)(=O)N3CCCCC3)cc2)c1
14) CCSc1nnc(NC(=O)c2ccc3c(c2)OCO3)s1
15) CC(/C=N/NC(=O)c1nnn(-c2nonc2N)c1C(C)C)=C\c1ccco1
16) CCOC(=O)N1CCN(Cc2nc(N)nc(Nc3ccc(Cl)cc3)n2)CC1
17) CC(C)(C)OC(=O)N1CCCC(C(=O)Nc2cccc(C(=O)NCCc3ccccc3)c2)C1 (stereo not drawn)
18) Cn1c(SCC(=O)C(C)(C)C)nnc1-c1ccccn1
19) O=C(CNC(=O)c1ccc(Cl)cc1Cl)OCC(=O)N1CCCC1
20) CCCCNC(=O)c1nc(C2CCN(S(=O)(=O)c3c(OC)cccc3OC)CC2)oc1-c1ccccc1

assay / compound	11	12	13	14	15	16	17	18	19	20
CendR NRP1 mod	14	3	22	0	-13	-4	-4	4	6	4
MT1-MMP act inh	4	-7	1	6	-4	0	8	2	-2	1
MsrA act	-2	-2	-3	-6	-10	-7	-11	-8	-2	·
eLon inh	-31	-2	7	0	-2	-3	-4	-6	-18	·
FAS-TE inh	-2	14	4	-6	3	6	-1	-6	-2	·
MsrA inhibitor	0.0	-0.2	-0.5	-0.3	4.9*	-1.5	-0.6	0.7	-0.2	0.9
Rin1 Abl inh	2	4	-1	8	1	4	-2	-3	1	·
SKN-1 block	6	1	-5	-1	0	7	-3	-19	2	-13
Neddylation inh	i	i	i	i	i	i	i	i	i	i

An excerpt from above in order of their number in Rin1 Abl inh, falling:
#	SMILES	CendR NRP1 mod	MT1-MMP act inh	MsrA act	eLon inh	MsrA inhibitor	Rin1 Abl inh	SKN-1 block	Neddylation inh
16	CCOC(=O)N1CCN(Cc2nc(N)nc(Nc3ccc(Cl)cc3)n2)CC1	-4	0	-7	-3	-1.5	4	7	i
11	CC(C)(CNC(=O)c1cccc(NS(=O)(=O)c2ccc(Br)cc2)c1)N1CCOCC1	14	4	-2	-31	0.0	2	6	i
19	O=C(CNC(=O)c1ccc(Cl)cc1Cl)OCC(=O)N1CCCC1	6	-2	-2	-18	-0.2	1	2	i
13	Cc1ccc(C)c(NC(=O)COC(=O)c2ccc(S(=O)(=O)N3CCCCC3)cc2)c1	22	1	-3	7	-0.5	-1	-5	i
17	CC(C)(C)OC(=O)N1CCCC(C(=O)Nc2cccc(C(=O)NCCc3ccccc3)c2)C1 (stereo not drawn)	-4	8	-11	-4	-0.6	-2	-3	i
18	Cn1c(SCC(=O)C(C)(C)C)nnc1-c1ccccn1	4	2	-8	-6	0.7	-3	-19	i

Following part:
21) Cc1ccc2c(c1)c1c3n2CCN(CC(N)=O)C3CCC1 (stereo not drawn)
22) CCCc1c(C(=O)Nc2ccc(F)cc2F)cnn1-c1ccccc1
23) Cc1c(C(=O)Nc2ccc(S(=O)(=O)Nc3ncccn3)cc2)oc2ccccc12
24) Cc1ccc(NC(=O)CN2C(=O)NC(C)(c3ccc(Cl)cc3)C2=O)c(Br)c1 (stereo not drawn)
25) COCCNC(=S)NN=C1CCC(c2ccccc2)CC1 (stereo not drawn)
26) O=C(O)c1ccc(C(=O)c2ccc3c(c2)C(=O)N(Cc2ccco2)C3=O)cc1
27) Cc1ccc(-n2nc3c(=O)n(CC(=O)NCCc4ccc(Cl)cc4)nc(C)c3c2C)cc1
28) CCc1nc2c(OCCn3cccc3)cccn2c1N(C)C(=O)c1cccs1
29) COCCCn1cc(CN(C)C2CN(Cc3cn(CCCOC)nn3)S(=O)(=O)C2)nn1 (stereo not drawn)
30) CCN(CC)S(=O)(=O)c1ccc(C(=O)NCCc2cc3c(OC)ccc(OC)c3[nH]c2=O)cc1

assay / compound	21	22	23	24	25	26	27	28	29	30
CendR NRP1 mod	4	-7	-19	-3	-2	-20	12	15	-7	-4
MT1-MMP act inh	-9	3	-2	2	2	5	4	5	1	7
MsrA act	-14	-3	-2	-1	-2	-1	-4	7	-10	-7
eLon inh	-18	2	-3	0	-3	-1	9	-2	-3	3
FAS-TE inh	-7	-3	-6	9	3	-88	1	-10	-12	-2
MsrA inhibitor	0.1	2.4	1.5	-0.4	0.4	-1.0	0.3	0.4	-0.3	-0.4
Rin1 Abl inh	2	-1	-2	1	1	-1	1	-3	·	-1
SKN-1 block	3	-4	11	-5	8	-6	6	8	7	-15
Neddylation inh	i	i	i	i	i	i	i	i	i	i

31) CCC1(c2ccccc2)NC(=O)N(CC(=O)Nc2cc(Cl)ccc2N2CCN(C)CC2)C1=O (stereo not drawn)
32) CCC1CCCCN1CCCNC(=O)CS(=O)Cc1nc(-c2ccc(OC)c(OC)c2)oc1C (stereo not drawn)
33) Cc1ccc(N(C(=O)c2csnn2)C(C(=O)NC(C)(C)C)c2ccccn2)cc1 (stereo not drawn)
34) CN(CC(=O)Nc1c(Cl)cccc1Cl)C(=O)CC1Sc2ccccc2NC1=O (stereo not drawn)
35) Cc1c(C(=O)NCc2ccc3c(c2)OCO3)sc2nc(-c3ccc(F)cc3)cn12
36) CC1CCCC(C)N1S(=O)(=O)c1ccc(Cl)cc1 (stereo not drawn)
37) N#Cc1ccc(C(=O)OCC(=O)NC(=O)NCc2ccccc2)cc1
38) CCC(C)N(CCNC(=O)CC1Oc2ccccc2NC1=O)C1CCCCC1 (stereo not drawn)
39) Cc1ccc(SCc2ccc(C(=O)Nc3cccc([N+](=O)[O-])c3C)cc2)cc1
40) O=C(Nc1cccnc1)c1cc(S(=O)(=O)N2CCCCC2)c(Cl)cc1Cl

assay / compound	31	32	33	34	35	36	37	38	39	40
CendR NRP1 mod	-14	-2	-6	0	-10	4	12	4	-3	3
MT1-MMP act inh	4	2	-1	-3	2	-2	13	-3	-3	1
MsrA act	-1	-8	-7	-1	-2	-3	0	-2	-1	-2
eLon inh	-10	-3	4	1	6	-5	-5	-1	11	1
FAS-TE inh	-3	-8	-2	-7	20	9	7	-2	51*	-5
MsrA inhibitor	1.1	0.3	0.7	-0.7	-0.3	0.2	-1.0	-0.5	0.5	-0.5
Rin1 Abl inh	1	3	3	2	-1	-1	4	-2	3	1
SKN-1 block	2	8	14	-21	-9	4	0	-9	4	14
Neddylation inh	i	i	i	i	i	i	i	i	i	i

41) CCC(=O)N1N=C(c2c(-c3ccccc3)c3cc(Cl)ccc3[nH]c2=O)CC1c1ccco1 (stereo not drawn)
42) CSCC(=O)N1CCC(Oc2cccc(C(=O)NCc3ccccn3)c2)CC1
43) COc1ccccc1OCCCCNCCO
44) O=C(CCC1CCCN(C(=O)c2ccccc2Cl)C1)N1CCN(c2ccccn2)CC1 (stereo not drawn)
45) O=[N+]([O-])c1ccc(S(=O)(=O)NN=C2CCCCC2)cc1
46) CCOc1cccc(-c2c(C(=O)N/N=C/c3c(F)cccc3Cl)nnn2-c2nonc2N)c1
47) C=CCn1c(SC(CCO)C(=O)NCc2ccco2)nc2sc3c(c2c1=O)CCC3 (stereo not drawn)
48) COc1ccc(C(O)Cn2c(=N)n(CCCN(C)C)c3ccccc32)cc1 (stereo not drawn)
49) Cc1cc(N(C)C)c(C#N)c(N2CCCCC2)n1
50) Cc1cc(C(=O)NNC(=O)c2ccc(Cl)cc2)c2ccccc2n1
51) COc1ccc(OC)c(C2=NOC(C(=O)Nc3ccc4c(c3)OCCO4)C2)c1 (stereo not drawn)

assay / compound	41	42	43	44	45	46	47	48	49	50	51
CendR NRP1 mod	3	-2	-2	-1	10	11	-15	-1	6	-14	-4
MT1-MMP act inh	-9	2	0	0	-1	-7	-4	-3	1	1	2
MsrA act	-3	-2	-8	-1	-8	-7	0	-8	-3	-4	-4
eLon inh	-1	3	-6	-4	-3	6	8	-4	1	-6	-8
FAS-TE inh	0	-2	-10	-8	18	7	1	-2	-6	-5	7
MsrA inhibitor	-0.5	0.0	-0.4	-0.4	-0.6	-0.1	1.8	3.1	1.1	0.1	-1.2
Rin1 Abl inh	2	4	3	2	3	-1	2	-4	3	-4	2
SKN-1 block	3	3	-2	11	-6	-15	-9	2	5	-12	-2
Neddylation inh	i	i	i	i	i	i	i	i	i	i	i
